RmlCD inh 1536 = M. tuberculosis RmlC/RmlD inhibition; P9WH09+P9WH11; RmlC+RmlD coupled enzyme assay, percent inhibition; primary screen in compound mixtures; inhibition, % at 3.6 µM; hit rate 0.03% among 160,000; AID 1533; in the data active means inhibition mostly above about 34%, no sharp cut-off; inconclusive means no clear call, values can overlap the other calls; inactive means mostly below about 22%; further: some results filed as inactive read as strong as hits
Target sequence (P9WH09 whole entry, looked up): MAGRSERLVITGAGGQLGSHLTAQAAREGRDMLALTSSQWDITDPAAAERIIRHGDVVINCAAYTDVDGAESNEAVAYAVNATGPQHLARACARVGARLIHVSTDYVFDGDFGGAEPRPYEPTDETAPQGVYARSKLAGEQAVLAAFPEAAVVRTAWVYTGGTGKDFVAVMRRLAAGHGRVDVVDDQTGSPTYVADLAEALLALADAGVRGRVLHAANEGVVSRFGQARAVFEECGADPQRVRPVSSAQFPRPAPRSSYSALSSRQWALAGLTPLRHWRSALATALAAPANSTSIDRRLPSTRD
Target sequence (P9WH11 whole entry, looked up): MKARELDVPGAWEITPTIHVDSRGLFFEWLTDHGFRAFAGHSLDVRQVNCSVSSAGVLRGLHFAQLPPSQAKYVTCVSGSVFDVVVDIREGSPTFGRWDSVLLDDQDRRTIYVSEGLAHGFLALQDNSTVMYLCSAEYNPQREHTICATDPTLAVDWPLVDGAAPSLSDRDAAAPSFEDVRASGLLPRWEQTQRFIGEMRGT
GlmU inhibition = inhibition of mycobacterial GlmU enzyme – biochemical, glucosamine-1-phosphate acetyltransferase (AID 1376); one-dose inhibition, %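 (tested at 30 µM in the primary screen)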; IC50 in µM for titrated hits; M. tuberculosis GlmU acetyltransferase enzyme assay; higher % means a stronger effect; hit rate 0.25% among 220,000; in the data active means inhibition above about 13%; inconclusive means no clear call, values can overlap the other calls;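 further: 0% = complete reaction with vehicle and 100% = reaction without substrate; strong numbers were not always called active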
* marks the source's active call; other numbers are inactive results; ? = inconclusive; . = no result given. Not all compounds are listed; the hit share may differ from the screen's.

SMILES | RmlCD inh 1536 | GlmU inhibition
Cn1c(=O)[nH]c(=O)c2c1nc(Br)n2Cc1ccccc1F | . | 3.5%
Cc1cc(C)c(C)c(OCC(=O)N2CCOCC2)c1 | . | -0.1%
COc1cc(-c2nc3ccccn3c2/N=C/c2cc(OC)c(OC)c(OC)c2)ccc1O | . | -1.4%
O=C1c2oc3ccccc3c(=O)c2C(c2cccnc2)N1Cc1ccco1 (stereo not given) | -4 | -3.6%
COc1ccc(C)cc1NC(=O)CN1CCN(c2ccccc2F)CC1 | -10 | -1.3%
Cc1ccc(C(=O)COC(=O)C2CC(=O)N(c3nc(-c4ccccc4)cs3)C2)cc1 (stereo not given) | . | -1.9%
COc1ccc(-n2nc(N)c(C(N)=O)n2)cc1 | 3 | -5.5%
COc1ccccc1NC(=O)OCC#CCOC(=O)Nc1ccccc1OC | 4 | 5.8%
CCC1(CC)N([O-])C(C)=C(c2ccccc2)[N+]1=O | . | 8.8%
Cc1ccc(-c2nnc(-c3cc(C)on3)o2)cc1 | -5 | -5.2%
NC(=O)c1c(NC(NC(=O)c2ccco2)C(=O)c2ccc(Cl)cc2)sc2c1CCCC2 (stereo not given) | . | 2.0%
CCOc1ccc(-c2csc(NC(=O)C3CCCO3)n2)cc1 (stereo not given) | -1 | -1.1%
NC(=O)c1ccc(C(F)(F)F)n(Cc2ccc(F)c(F)c2)c1=O | 9 | -2.6%
O=[N+]([O-])c1cccc(-c2nc3ccccc3s/c2=N/O)c1 | -5 | -0.4%
CC(=O)Nc1ccc(C(=O)OCC(=O)NC2CCCCCCC2)cc1 | -15 | 3.3%
Cc1cccc(NC(=S)N2CCCCC2c2cccnc2)c1C (stereo not given) | 2 | 5.6%
Brc1ccccc1OCCOc1cccc2cccnc12 | -6 | -2.2%
COCCn1c(C)cc(/C=C2/NC(=O)N(c3cccc(Cl)c3)C2=O)c1C | 5 | -1.8%
Cc1cc(Cl)ccc1OCC(=O)Nc1nc(-c2cccnc2)cs1 | 1 | -3.9%
COc1ccc(CNC(=S)N2CCN(S(=O)(=O)c3cccc(F)c3)CC2)cc1 | . | 4.1%
Cc1ccc2nc(SCC(=O)c3c(C)[nH]c4ccccc34)[nH]c2c1 | -10 | -1.9%
c1cc2c(cc1-c1[nH]ncc1CN1CC3C[C@@H]4CC1C[C@H](C3)C4)OCO2 | 11 | 5.2%
O=C(CCC(=O)NNC(=S)Nc1ccccc1)NCc1ccccc1 | -17 | 0.0%
CCOc1cc2[nH]c(=O)n(CCCCC(=O)NC3CCCCCC3)c(=O)c2cc1OCC | . | 9.9%
Cc1c(C(=O)NCc2ccc3c(c2)OCO3)oc2ccc(S(=O)(=O)N3CCC(C)CC3)cc12 | . | -3.7%

Single records, from the list above:
Listed for Cc1ccc2nc(SCC(=O)c3c(C)[nH]c4ccccc34)[nH]c2c1 : RmlCD inh 1536 = -10; GlmU inhibition = -1.9%
Listed for Cc1ccc(-c2nnc(-c3cc(C)on3)o2)cc1 : RmlCD inh 1536 = -5; GlmU inhibition = -5.2%
Listed for c1cc2c(cc1-c1[nH]ncc1CN1CC3C[C@@H]4CC1C[C@H](C3)C4)OCO2 : RmlCD inh 1536 = 11; GlmU inhibition = 5.2%

Next section
SMILES | RmlCD inh 1536 | GlmU inhibition
COc1ccc(Oc2cc(C)nc(Cl)n2)nn1 | 11 | 0.0%
CCCCNC(=O)c1c(O)c2cccc3c2n(c1=O)CCC3 | -4 | 1.7%
O=C1N(Cc2cccnc2)C[C@@H]2C[C@@H](c3ccc4nonc4c3)N3CCC[C@@]123 | -8 | 9.1%
COc1ccc(/C=N/NC(=O)Nc2nonc2N)cc1 | . | 1.2%
CC(=O)Nn1cnc2c(c1=O)C1(CCCC1)Cc1ccccc1-2 | . | -3.9%
CCOC(=O)c1c(N)sc2c1CCSC2 | 3 | 1.4%
COc1ccc(NC(=S)NC(NC(=O)c2ccc(Cl)cc2Cl)C(Cl)(Cl)Cl)c([N+](=O)[O-])c1 (stereo not given) | -7 | 3.7%
O=C1C2CCCN2C(c2cccc(Br)c2)N1c1ccc(F)cc1 (stereo not given) | 5 | 7.2%
Cn1cnc([N+](=O)[O-])c1C(=O)Nc1cccc([N+](=O)[O-])c1 | . | -4.1%
Cc1cccc(NC(NC(=O)Cc2ccccc2)C(Cl)(Cl)Cl)c1 (stereo not given) | -5 | 0.5%
Cc1ccc(/C=N/Nc2nc3ccccc3[nH]2)s1 | 8 | -0.2%
C=CCn1c(SCC(=O)NNC(=O)Nc2ccc(C)cc2)nnc1-c1ccccc1 | -13 | 0.9%
CCC(=O)Nc1ccc(Cl)c(NC(=O)c2ccc([N+](=O)[O-])cc2)c1 | . | 0.6%
COc1ccc(C(=O)Oc2cccc3cccnc23)cc1S(=O)(=O)N1CCOCC1 | -5 | -3.7%
O=C1NC(=O)C(=Cc2cc3c(cc2[N+](=O)[O-])OCO3)C(=O)N1 | -1 | 8.7%
O=C1CN(C(=O)CNC(=O)c2cccc(Cl)c2)c2ccccc2N1 | 8 | 0.5%
CCN(CC)S(=O)(=O)c1ccc(C(=O)Nc2nnc(CSC)o2)cc1 | . | 0.2%
O=C(Nc1ccccc1)C(c1ccccc1)C1CCCC1 (stereo not given) | 79 | -1.2%
O=C(Nc1nnc(-c2ccccc2Cl)s1)C1CCN(S(=O)(=O)c2ccc(Cl)cc2)CC1 | 3 | -5.9%
O=C(Cn1c2[n+](c3ccc(C(F)(F)F)cc31)CCCCC2)Nc1ccc(Br)cc1 | ? | -3.9%
O=C(CN1CCN(Cc2ccc(Cl)cc2)CC1)N/N=C/c1cccc(F)c1 | -4 | -1.8%
COc1ccc(CCNC(=O)COC(=O)C23CC4CC(CC(Br)(C4)C2)C3)cc1 | 4 | 1.2%
CC(C)(CN1CCc2ccccc2C1)NS(=O)(=O)c1ccc(Cl)cc1 | 63 | -3.2%
CCCCNC(=O)Cn1nc([N+](=O)[O-])c([N+](=O)[O-])c1C | -9 | -0.4%
CC(C)=C1C2CCC1C1C(=O)N(NC(=O)COc3ccc(C(C)(C)C)cc3)C(=O)C21 (stereo not given) | . | 3.2%

Two entries drawn at random from the list so far:
SMILES | RmlCD inh 1536 | GlmU inhibition
CC(C)(CN1CCc2ccccc2C1)NS(=O)(=O)c1ccc(Cl)cc1 | 63 | -3.2%
Cc1cccc(NC(NC(=O)Cc2ccccc2)C(Cl)(Cl)Cl)c1 (stereo not given) | -5 | 0.5%

(next part)
SMILES | RmlCD inh 1536 | GlmU inhibition
N/C(=N\OC(=O)c1cccc(Cl)c1)c1cccnc1 | . | -2.9%
COc1ccc(OC)c(CNCCNC(=O)c2ccco2)c1 | . | 2.4%
CCN1CCN(c2oc(COc3ccc(Cl)cc3)nc2C#N)CC1 | . | 2.7%
c1ccc(-n2cccc2)c(N2CCCCC2)c1 | 0 | .
O=C1CCCN1c1ccc(S(=O)(=O)N2CCC(c3ccccc3)CC2)cc1 | -11 | 4.4%
Cc1ccc(-n2nnnc2SCC(=O)N2Cc3ccccc3CC2C(=O)O)cc1 (stereo not given) | 4 | 3.8%
COc1ccccc1-c1c(C)nn2c(NCCN3CCCC3)cc(C)nc12 | 12 | 1.5%
O=S(=O)(NCCn1ccc2ccccc21)c1ccccc1 | -9 | -7.1%
COc1ccccc1NS(=O)(=O)c1ccc(O)c(NC(=S)NCC2CCCO2)c1 (stereo not given) | . | -1.2%
O=C(OCc1ccccc1)/C(=C/c1cccc2ccccc12)NC(=O)c1ccccc1 | 12 | -1.4%
Cc1ccc(-n2c(CCC(=O)O)ccc2-c2cccs2)cc1C | . | -4.2%
COc1ccc(F)cc1C(=O)C1CCCN(Cc2ccc(Oc3ncccn3)cc2)C1 (stereo not given) | 10 | -0.6%
COc1ccc(NC(=O)C2CCN(c3nnnn3-c3ccccc3)CC2)cc1 | . | 1.7%
O=S(=O)(Nc1nc2ccccc2nc1Cl)c1ccc(F)cc1 | . | -0.5%
Cc1ccc2cc(CN(Cc3ccco3)C(=S)NCC3CCCO3)c(=O)[nH]c2c1 (stereo not given) | -3 | -0.8%
COc1cccc(OCC(O)CN2CCN(c3ccccn3)CC2)c1 (stereo not given) | . | -3.2%
Cc1ccc(-c2csc(SCC(=O)Nc3cc(C)on3)n2)cc1 | . | 2.0%
COc1cccc(/C=c2\s/c(=C\C(=O)C(C)(C)C)[nH]c2=O)c1 | 7 | 8.5%
O=C1c2sc3nc4ccccc4n3c2C(=O)N1c1ccccc1Cl | 1 | 2.3%
CCOC(=O)Cc1ccc(NC(=O)c2ccc([N+](=O)[O-])cc2)cc1 | -7 | -2.4%
O=C(CSc1nnc(Cc2ccccc2)o1)c1ccccc1 | 33 | 3.0%
Cc1ccc(OCC(=O)NCc2ccccn2)cc1 | . | -0.8%
COC(C[C@H](O)CC(=O)COCc1ccccc1)OC | . | 4.6%
Cc1ccc(-c2ncns2)cc1 | -2 | 0.1%
CCCCOc1ccc(S(=O)(=O)n2c(C)nc3ccccc32)cc1 | 14 | 6.2%

3 entries from above, ordered by formula weight, low to high:
SMILES | RmlCD inh 1536 | GlmU inhibition
Cc1ccc(OCC(=O)NCc2ccccn2)cc1 | . | -0.8%
CCCCNC(=O)Cn1nc([N+](=O)[O-])c([N+](=O)[O-])c1C | -9 | -0.4%
CCN(CC)S(=O)(=O)c1ccc(C(=O)Nc2nnc(CSC)o2)cc1 | . | 0.2%

Next records follow.
SMILES | RmlCD inh 1536 | GlmU inhibition
Cc1cc(C)cc(NC(=S)N(Cc2ccc(Cl)cc2)Cc2ccc(C(=O)O)cc2)c1 | -8 | 4.2%
CC(=O)Nc1cc(N2C(=O)CCC2=O)ccc1Cl | . | 3.6%
CCOC(=O)c1ccc(Oc2nc(NC)nc(SC)n2)cc1 | 44 | -2.0%
COc1ccc2nc(NC(=O)CSc3nc4ccccc4o3)sc2c1 | . | 1.5%
O=C(NNc1c2ccccc2nc2ccccc12)c1ccccc1O | . | 7.9%
O=C(NC(=S)N1CCc2ccccc21)c1ccco1 | 10 | 4.8%
COC(=O)CN(c1ccc(OC)c(OC)c1)S(C)(=O)=O | . | -5.8%
CCCOc1ccc(N2C(=O)CC(N3CCN(CCN=CC4=C(O)CC(C)(C)CC4=O)CC3)C2=O)cc1 (stereo not given) | -6 | -0.5%
COc1ccc2sc(/C=C/c3ccccc3O)[n+](C)c2c1 | 5 | 8.4%
COC(=O)C1=C(c2cc3ccccc3s2)C[C@@H]2CC[C@H]1N2C(=O)NCCCOC(C)C | . | -0.1%
COc1ccc2c(c1)CCc1c-2n[nH]c1C(=O)O | 3 | 2.1%
Cn1cccc1Cc1nnc(SCC(=O)N2CCOCC2)n1-c1ccc(F)cc1 | -10 | -4.7%
Cc1nc(-c2ccccc2)sc1C(N)=O | 8 | -3.8%
CCOC(=O)c1sc2nc(-c3cccnc3)ccc2c1N | 4 | -9.8%
CCOC(=O)c1ccc(NC(=O)COc2ccccc2OC)cc1 | -10 | -6.5%
CC(C)NC(=O)c1ccccc1S(=O)(=O)c1ccccc1C#N | . | 2.1%
CC(=O)c1ccc(N2CCN(c3ccc(C(N)=O)cc3[N+](=O)[O-])CC2)cc1 | -10 | 3.3%
O=C(O)CCC(=O)Nc1ccccc1C(=O)NCc1ccccc1 | -11 | 1.2%
Cc1ccc2nc(NCc3ccccc3)c(C=O)c(=O)n2c1 | . | -2.8%
CCOC(=O)C1(Cc2ccc(OC)cc2)CCN(C(=O)CCc2cnccn2)CC1 | . | -1.5%
Cc1ccc(NC(=O)Cc2nnc(SCC(=O)c3ccc(Br)cc3)n2C)cc1Cl | 41 | .
O=C(N/N=C/c1ccc(OCc2ccccc2)cc1)c1cc[n+](Cc2ccccc2)cc1 | -13 | -12%
Cc1[nH]nc(SCC(=O)NCc2ccc(F)cc2)c1[N+](=O)[O-] | . | -2.9%
COc1cc(Cl)c([C@@H]2C[C@H]3CN(c4ccccc4)C(=O)[C@]34CCCN24)cc1OC | 5 | 4.5%
O=C(N/N=C/c1cccc(C(F)(F)F)c1)c1ccccc1O | 29 | 0.0%

The list goes on:
SMILES | RmlCD inh 1536 | GlmU inhibition
CSC(=S)N/N=C(\C)c1ccccc1 | -6 | 8.2%
CC1=C/C(=N\S(=O)(=O)c2ccccc2)C(C(C)C)=CC1=O | -13 | -0.8%
O=C(Nc1cccc(F)c1)c1ccc(-c2ccccc2C(F)(F)F)o1 | . | -1.6%
CCn1ncc([N+](=O)[O-])c1C(=O)Nc1nc2cccc(C)c2s1 | 6 | 3.6%
O=C(Nc1ccc2nc(-c3ccc4nc[nH]c4c3)[nH]c2c1)c1cccs1 | 106 | 6.3%
O=C(NCc1nc2ccccc2[nH]1)c1cccc(S(=O)(=O)N2CCCC2)c1 | -12 | .
O=C(Nc1ccccc1C(=O)NCc1ccco1)c1ccccc1 | . | -4.1%
Cc1cccn2c(=O)c(C=NCCO)c(Nc3ccc(Cl)cc3)nc12 | -5 | -1.7%
CCOc1cc(C(c2c(C)[nH][nH]c2=O)c2c(C)[nH][nH]c2=O)ccc1OS(=O)(=O)c1ccc(C)cc1 | -13 | -1.1%
COc1ccc2c(c1)/C(=N/OC(=O)c1cccs1)CCC2 | 7 | -3.3%
Cc1ccc(NS(=O)(=O)c2cc(C(=O)N3CCc4ccccc4C3)ccc2Cl)cc1 | 11 | -5.1%
CCc1ccc(NC(=O)COC(=O)CCc2nc3cc(S(=O)(=O)N(CC)CC)ccc3n2C)cc1 | -8 | -7.5%
COc1ccc(N2CCN(C(=O)c3cc(N4C(=O)C5C6CCC(C6)C5C4=O)ccc3Cl)CC2)cc1 (stereo not given) | -12 | 0.9%
CC(=O)C1(C)N(O)C(C)(C)C(c2cccs2)=[N+]1[O-] (stereo not given) | -11 | -5.8%
CC(C)NCC(=O)NC12CC3CC(CC(C3)C1)C2 | 0 | .
Cc1nn(-c2ccccc2)c(N)c1N=Nc1ccc2ccccc2c1 | -10 | -4.9%
CCOC(=O)C1CCN(S(=O)(=O)c2cccc(-c3csc(C)n3)c2)CC1 | -1 | 6.8%
